Rat MKP-3 inhibitors = MKP-3 phosphatase inhibitors, primary screen, biochemical, rat enzyme, in vitro (AID 425) | recombinant MKP-3 phosphatase activity, fluorescence; higher % means a stronger effect | inhibition, % at 20 µM; hits with a dose series show IC50 in µM | actives 0.17% (n = 110,000); in the data active means inhibition above about 50%;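 further: plate controls were vehicle for no effect and reference inhibitor for full effect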
Hsp70 inhibitors = Hsp70 inhibitors, probe displacement, primary screen, biochemical, fluorescence polarization (AID 583) | Hsp70 fluorescence polarization probe displacement, mP; higher % means a stronger effect | displacement, % at 20 µM; hits with a dose series show IC50 in µM | actives 0.06% (n = 140,000); in the data active means displacement above about 50%;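 further: plate controls were vehicle for no effect and reference ligand for full effect; a part of the inactive calls stands beside numbers as strong as those of hits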
The depositor's hits bear a star; . = not tested or not shown; & = joins results of further samples.

Screens in order – Rat MKP-3 inhibitors	Hsp70 inhibitors
CCOC(=O)C1=C(c2ccccc2)NC(=S)NC1c1ccc(OC)cc1 (stereo not drawn)
  -4.6%	0.4%
CC(=O)Oc1cc2oc(=O)cc(C)c2cc1OC(C)=O
  -2.3%	9.3%
Cc1ccccc1C(OCC(O)CN1CCCCC1CCO)c1ccccc1 (stereo not drawn)
  -4.0%	-3.1%
Cn1cnnc1SCC(=O)N(Cc1ccc2c(c1)OCO2)C1(C(=O)NC2CCCCC2)CCCC1
  -1.8%	3.4%
CCOCCCNC(=O)C1CC(=O)N(C2CCCC2)C1 (stereo not drawn)
  -0.7%	0.4%
COCCNC(=O)CN(c1cccc(Br)c1)S(=O)(=O)c1ccccc1
  -4.8%	-21.9%
COc1ccc(-n2c(CSc3nc(C)cc(C)n3)nnc2SCC(=O)Nc2nccs2)cc1
  -4.3%	3.9%
O=C1CC(NCc2ccncc2)C(=O)N1c1ccc(Cl)cc1 (stereo not drawn)
  0.6%	-0.4%
Cc1ccc(-c2cc(C(=O)O)n[nH]2)o1
  4.9%	6.4%
O=C(Nc1ccccc1N1CCN(C(=O)c2ccc(Cl)cc2)CC1)c1ccc2c(c1)OCO2
  -18.7%	-2.8%
FC(F)(F)c1ccccc1CN1CCN(Cc2ccco2)CC1
  3.0%	6.2%
Cc1ccc(SCC(=O)c2cc(C)c(OC(=S)N(C)C)c(C)c2)cc1
  .	-0.9%
Cn1nc(-c2ccc(Cl)cc2)c2cc(C(=O)NC3CC3)sc21
  -8.2%	0.9%
COC(=O)C1=C(C)OC(N)=C(C#N)C1c1ccc(OC)c(OC)c1OC (stereo not drawn)
  0.1%	2.2%
COC(=O)C1CC(=O)N(CCc2c[nH]c3ccccc23)C1 (stereo not drawn)
  .	0.7%
O=C(NC1CCCCC1)c1cc2nc(-c3ccco3)cc(C(F)(F)F)n2n1
  6.9%	2.0%
Cc1nnc(SCC(=O)NCc2ccco2)n1Cc1ccccc1
  .	8.0%
CSc1ccccc1NC(=O)CC1Nc2ccccc2NC1=O (stereo not drawn)
  3.0%	-2.5%
O=C1NC(c2ccco2)Nc2ccccc21 (stereo not drawn)
  -2.4%	9.7%
COc1ccccc1CNC1C2CC3CC(C2)CC1C3 (stereo not drawn)
  -2.2%	-0.7%
O=C(NCc1cccc(CNC(=O)C(=O)NCC2CCCO2)c1)C(=O)NCC1CCCO1 (stereo not drawn)
  -1.1%	-0.1%
COc1ccc(S(=O)(=O)N(CC(=O)Nc2ccc(C)cc2C)Cc2ccccc2)cc1OC
  0.8%	4.1%
O=C1NC(=S)N/C1=C/c1cc2c(cc1Cl)OCO2
  0.8%	1.5%
COc1ccc(Cc2nnnn2CC(=O)O)cc1
  -5.2%	-3.0%
COC(=O)CN(c1ccc(OC)cc1OC)S(=O)(=O)c1ccccc1
  -0.3%	1.8%
COc1ccc(/C=C/C(=O)Nc2ncc(Cc3cccc(C(F)(F)F)c3)s2)cc1
  4.8%	-4.8%
COc1ccc(C(N)=O)cc1NS(=O)(=O)c1ccc(F)cc1
  -1.0%	0.7%
COc1cccc(N(C(=O)c2ccn[nH]2)C2(C(=O)Nc3c(C)cccc3C)CCCCC2)c1
  -0.3%	-2.9%
CCCCOC(=O)COc1ccc(S(=O)(=O)c2ccc(OCC(=O)OCCCC)cc2)cc1
  2.3%	4.0%
Cc1ccc(OCC(=O)N2CCCc3ccccc32)c(C)c1
  0.1%	-2.4%
N#Cc1c(N)nc(SCC(=O)NCc2ccc3c(c2)OCO3)c(C#N)c1-c1cccs1
  -8.2%	-2.3%
COc1ccc(-c2cc(C(F)(F)F)nc(NCc3cccnc3)n2)cc1
  .	1.0%
CCOc1ccccc1NC(=O)C(=O)NCCCN1CCOCC1
  2.9%	.
Cc1[nH]nc2c1C(C(C)C)C(C#N)=C(N)O2 (stereo not drawn)
  1.1%	-2.1%
CCOC(=O)c1c(NC(=O)c2csc(C)c2)sc(C(C)=O)c1C
  -4.3%	-0.2%
CCN(CC)CCN1C(=O)C(O)=C(C(C)=O)C1c1ccccc1 (stereo not drawn)
  -5.5%	3.5%
CCNS(=O)(=O)c1ccc(C)c(-n2cnnn2)c1C
  .	-1.9%
Cc1ccc(C(=O)N(c2ccccc2)C2CC(C)N(C(=O)c3ccco3)c3ccccc32)cc1 (stereo not drawn)
  .	2.0%
CC1=C(C(=O)Nc2ccc(C)cc2)C(c2ccc(C)o2)C2=C(CC(C)(C)CC2=O)N1 (stereo not drawn)
  -10.9%	4.8%
Cc1cccc(/C=N/N2CCN(Cc3ccccc3Cl)CC2)c1
  -5.7%	8.6%
O=c1[nH]c2cc3c(cc2cc1CN(Cc1cccs1)Cc1nnnn1Cc1ccco1)OCCO3
  -9.4%	2.2%
Clc1ccccc1CN(Cc1ccco1)Cc1nnnn1C1CCCC1
  .	4.1%
O=C(O)CCc1nn2c3ccccc3nc2n(-c2ccccc2)c1=O
  -1.4%	0.2%
CN1CCc2c(sc(N)c2C(=O)OC(C)(C)C)C1
  4.3%	-1.9%
CCN(CC)CCNC(=O)Cc1c(C(=O)O)n(CC)c2ccccc12
  5.3%	3.6%

Ordered by value in Rat MKP-3 inhibitors (rising): some entries from above
Compound | Rat MKP-3 inhibitors
N#Cc1c(N)nc(SCC(=O)NCc2ccc3c(c2)OCO3)c(C#N)c1-c1cccs1 | -8.2%
Cc1[nH]nc2c1C(C(C)C)C(C#N)=C(N)O2 (stereo not drawn) | 1.1%
CCN(CC)CCNC(=O)Cc1c(C(=O)O)n(CC)c2ccccc12 | 5.3%

4 entries picked at random from the list so far, as already listed:
Screens in order – Rat MKP-3 inhibitors	Hsp70 inhibitors
Cc1cccc(/C=N/N2CCN(Cc3ccccc3Cl)CC2)c1
  -5.7%	8.6%
O=C(O)CCc1nn2c3ccccc3nc2n(-c2ccccc2)c1=O
  -1.4%	0.2%
CCN(CC)CCNC(=O)Cc1c(C(=O)O)n(CC)c2ccccc12
  5.3%	3.6%
CN1CCc2c(sc(N)c2C(=O)OC(C)(C)C)C1
  4.3%	-1.9%

The results go on.
Screens in order – Rat MKP-3 inhibitors	Hsp70 inhibitors
O=C(Cc1ccc(Br)cc1)NC1CCCCC1
  .	0.5%
C=CCn1c(N)c(C(=O)OCC)sc1=S
  .	-2.5%
CC(C)c1nc2c(c3c1[nH]c1ccccc13)C(=O)CC(C)(C)C2
  1.9%	-0.2%
Cc1ccc(Oc2cc(C)nc(-c3ccccc3O)n2)cc1
  -17.9%	14.1%
O=C(O)c1cn(-c2ccccc2)nc1-c1cccnc1
  -14.5%	-1.3%
CCC(Oc1ccc(C)c(C)c1)C(=O)O (stereo not drawn)
  1.3%	-0.7%
Cc1ccccc1NC(=O)c1ccc(C)c(S(=O)(=O)Nc2cccc([N+](=O)[O-])c2)c1
  3.1%	-1.0%
O=C(c1ccncc1)N1CCN(Cc2cccc(Oc3ccccc3)c2)CC1
  1.9%	-0.2%
O=C(CCC(=O)N1CCCc2ccccc21)N1CCN(S(=O)(=O)c2ccccc2)CC1
  -12.4%	-6.2%
COc1ccccc1NC(=O)CN1CCN(c2ccc(Cl)cc2)CC1
  5.7%	0.8%
Cc1ccc(-c2nc3ccccc3o2)cc1NC(=O)c1ccc2c(c1)OCO2
  -16.0%	-6.8%
Cc1c(C(=O)OCCOC(C)C)[nH]c2c1C(=O)CC(C)(C)C2
  -5.4%	-3.7%
COc1cc(NC(=O)CCCOc2ccccc2)c(OC)cc1Cl
  1.4%	4.2%
COc1ccc(C(=O)c2c(C(F)(F)F)oc3c2C(=O)c2ccccc2C3=O)cc1OC
  .	4.0%
CCC(C)c1ccc(OCC(=O)Nc2ccc3c(c2)C(=O)N(c2cccc(C)c2C)C3=O)cc1 (stereo not drawn)
  1.7%	-0.9%
Cc1ccccc1NC(=O)CCSc1nnnn1-c1ccccc1
  .	0.9%
Cc1nn(C)cc1CNC(=O)Nc1ccc(Cl)c(Cl)c1
  .	-0.5%
CC(=O)N(C)c1ccc(NC(=O)c2ccc(F)cc2)cc1
  2.2%	-5.2%
O=C(O)c1ccccc1OCCOc1ccccc1
  -5.8%	-0.4%
COC(=O)C1=C(C)NC(=O)CC1c1cc([N+](=O)[O-])ccc1Cl (stereo not drawn)
  0.1%	3.7%
COc1cccc(OC)c1C(=O)N(C)c1ccccc1
  -3.5%	-1.1%
O=C(CC(NS(=O)(=O)c1ccc(Cl)cc1)c1ccco1)N1CCc2ccccc21 (stereo not drawn)
  .	3.1%
CC(=O)c1ccc(N2CCN(C(=O)C3CCCN(S(=O)(=O)c4cnc[nH]4)C3)CC2)cc1 (stereo not drawn)
  5.3%	-5.0%
COc1cc(/C=C(/C#N)c2nc3ccc(C)cc3[nH]2)c(Br)cc1O
  1.0%	-78.6%
O=C(CN1C(=O)COc2ccccc21)NCc1ccccn1
  .	2.6%
CCCc1cc(-c2ccc(O)c(OCC)c2)c(C#N)c(N)n1
  9.8%	5.7%
CCCN(c1nc(C)cc(OC)n1)S(=O)(=O)c1ccccc1
  -5.3%	1.5%
CC(C)NC(=O)Cn1nc(C(F)(F)F)c2c1CCC2
  .	4.7%
Cc1c(NC(=O)c2ccc(-c3ccc([N+](=O)[O-])cc3)o2)cccc1-c1nc2ncccc2o1
  -0.2%	-1.2%
CC(Oc1ccccc1)C(=O)N1CCN(c2ccccc2)CC1 (stereo not drawn)
  1.7%	6.0%
CCOC(=O)c1ccc(S(=O)(=O)N2CCN(C)CC2)cc1
  .	5.2%
COc1ccc(-c2cc(=O)c3ccccc3s2)cc1
  5.4%	-2.6%
CCOC(=O)N1CCN(C(=O)C2CC(c3cc(OC)ccc3OC)=NO2)CC1 (stereo not drawn)
  -0.8%	-0.5%
COc1cccc(C2=NOC(C(=O)NC(C)(C)C)C2)c1 (stereo not drawn)
  -3.3%	-4.4%
CC1CN(Cc2c(O)ccc3c4c(c(=O)oc23)CCC4)CC(C)O1 (stereo not drawn)
  0.6%	2.6%
CC(C)OC(=O)c1c(NS(=O)(=O)c2ccccc2)sc2c1CCCC2
  .	5.7%
CCOC(=O)C1=C(C)NC(=S)NC1c1ccc(OCc2ccc(Cl)cc2Cl)c(OC)c1 (stereo not drawn)
  2.1%	0.8%
CC1=C(C(=O)OC(C)C)C(c2ccc(Cl)cc2)NC(=O)N1 (stereo not drawn)
  3.3%	-0.7%
CC(C)/C=C1\CCCCC1N(C)C(=O)NC(C)C (stereo not drawn)
  -2.3%&4.1%	2.2%&-0.9%
NC(=O)C1CCN(C(c2ccccc2)c2nnnn2C2CCCC2)CC1 (stereo not drawn)
  .	0.7%
COC(=O)C1CSc2[nH]c(=O)sc2C1c1ccc(OC)c(OC)c1 (stereo not drawn)
  .	-2.3%
CC(=O)C1C(c2cccc(F)c2)NC(=O)NC1(O)C(F)(F)F (stereo not drawn)
  -3.5%	9.0%
CC(=O)Nc1ccc(S(=O)(=O)N2CCN(C(=O)c3ccccc3F)CC2)cc1
  .	6.7%
CCCNC(=O)CCc1c(C)nc2nc(-c3cc(OC)cc(OC)c3)nn2c1C
  .	7.5%
CCOC(=O)C1=C(C)N(c2ccccc2)C(=S)NC1c1ccc(Br)cc1 (stereo not drawn)
  3.6%	-3.9%
Clc1ccccc1CSc1nnnn1-c1ccccc1
  3.7%	-3.6%
O=C(COc1ccc(Br)cc1)Nc1ccc(Nc2ccccc2)cc1
  1.4%	1.5%
CN1C(=O)C(CC(N)=O)N(NC(=O)c2ccc(Cl)cc2)C1=S (stereo not drawn)
  .	4.4%
COc1cccc(/C=C2\SC(=S)N(c3cccc(Br)c3)C2=O)c1
  2.4%	1.3%
Cc1ccc(CNC(=O)C(=O)Nc2cccc(C(F)(F)F)c2)cc1
  0.8%	0.5%
Cc1ccc(C)c(OCCCCN2CCCC2)c1
  -2.3%	2.8%
Nc1ccc(C(=O)c2ccc3c(c2)OCCO3)cc1N
  .	-4.6%
CSc1ccc(Cl)c(C(=O)NCC(C)C)c1
  -8.0%	0.6%
CC(C)OC(=O)CSc1nnc(-c2cccnc2)n1Cc1ccccc1
  -8.7%	-0.8%
Nc1nc2n(n1)C(c1cccs1)CC(c1ccccc1)N2 (stereo not drawn)
  -11.4%	1.9%
C=CCn1c2ccccc2c2nnc(SC)nc21
  4.4%	0.8%
Cc1ccc(S(=O)(=O)N(Cc2ccccc2)c2ccccc2C(=O)NC(C)C)cc1
  0.0%	2.9%
CCOC(=O)N1CCC(NC(=O)c2cccc3c2C(=O)N(CCOC)C3)CC1
  3.9%	4.3%
CC(=O)Nc1ccc(S(=O)(=O)N2CCN(Cc3ccccn3)CC2)cc1
  .	2.5%
O=C(CSc1nnc(Cc2cc(=O)[nH]c(=O)[nH]2)n1-c1ccc(Cl)cc1)NCC1CCCO1 (stereo not drawn)
  -3.6%	0.0%

Later entries.
Screens in order – Rat MKP-3 inhibitors	Hsp70 inhibitors
Cc1cc(C)nc(Sc2ccc3nnnn3n2)n1
  3.6%	0.3%
COc1cccc(C2=NC(C)(C)NC(c3ccccc3O)C2)c1 (stereo not drawn)
  3.2%	3.0%
COc1ccc(NC(=O)CCc2nc(-c3ccc(C)cc3)no2)c(OC)c1
  5.7%	0.2%
Cc1ccccc1-c1nc(CN2CCC(C(=O)NCCCN3CCOCC3)CC2)c(C)o1
  -7.6%	2.2%
Cc1ccc(C2CC(c3ccc(C)cc3)n3nc(N)nc3N2)cc1 (stereo not drawn)
  -0.1%	-3.9%
O=C1CC(C(=O)O)c2ccccc2N1 (stereo not drawn)
  -3.6%	-3.1%
CC(C)COc1ccc2[nH]c3c(c2c1)CCCC3=O
  -0.9%	-1.8%&-4.3%
Cc1cc(NC(=O)C2CCCN(S(=O)(=O)c3c(C)noc3C)C2)n[nH]1 (stereo not drawn)
  -2.2%	5.8%

Compound activity (PubChem)

Some of the compounds tested; the hit share may differ from the screen's.
